# Source: PubChem
# KDM5B inhibitor – inhibitors of human KDM5B histone demethylase | Q9UGL1 | KDM5B demethylase, FDH-coupled NADH fluorescence (FDH is formaldehyde dehydrogenase) | Potency, µM (titrated, usually from 57.7 µM), for inactives: at the highest dose activity change, negative = inhibition, usual class: inhibitors | 220,000 compounds, 2.6% hits | AID 1347165; active means well fitted inhibition curve with a large enough effect; inconclusive means small, poorly fitted or top-dose-only effect; inactive means no such curve, though single readings can be large or run the other way; further: 0% is about no effect; nearly all actives have a fitted effect of over 70% in size
# Target sequence (Q9UGL1 whole entry, looked up): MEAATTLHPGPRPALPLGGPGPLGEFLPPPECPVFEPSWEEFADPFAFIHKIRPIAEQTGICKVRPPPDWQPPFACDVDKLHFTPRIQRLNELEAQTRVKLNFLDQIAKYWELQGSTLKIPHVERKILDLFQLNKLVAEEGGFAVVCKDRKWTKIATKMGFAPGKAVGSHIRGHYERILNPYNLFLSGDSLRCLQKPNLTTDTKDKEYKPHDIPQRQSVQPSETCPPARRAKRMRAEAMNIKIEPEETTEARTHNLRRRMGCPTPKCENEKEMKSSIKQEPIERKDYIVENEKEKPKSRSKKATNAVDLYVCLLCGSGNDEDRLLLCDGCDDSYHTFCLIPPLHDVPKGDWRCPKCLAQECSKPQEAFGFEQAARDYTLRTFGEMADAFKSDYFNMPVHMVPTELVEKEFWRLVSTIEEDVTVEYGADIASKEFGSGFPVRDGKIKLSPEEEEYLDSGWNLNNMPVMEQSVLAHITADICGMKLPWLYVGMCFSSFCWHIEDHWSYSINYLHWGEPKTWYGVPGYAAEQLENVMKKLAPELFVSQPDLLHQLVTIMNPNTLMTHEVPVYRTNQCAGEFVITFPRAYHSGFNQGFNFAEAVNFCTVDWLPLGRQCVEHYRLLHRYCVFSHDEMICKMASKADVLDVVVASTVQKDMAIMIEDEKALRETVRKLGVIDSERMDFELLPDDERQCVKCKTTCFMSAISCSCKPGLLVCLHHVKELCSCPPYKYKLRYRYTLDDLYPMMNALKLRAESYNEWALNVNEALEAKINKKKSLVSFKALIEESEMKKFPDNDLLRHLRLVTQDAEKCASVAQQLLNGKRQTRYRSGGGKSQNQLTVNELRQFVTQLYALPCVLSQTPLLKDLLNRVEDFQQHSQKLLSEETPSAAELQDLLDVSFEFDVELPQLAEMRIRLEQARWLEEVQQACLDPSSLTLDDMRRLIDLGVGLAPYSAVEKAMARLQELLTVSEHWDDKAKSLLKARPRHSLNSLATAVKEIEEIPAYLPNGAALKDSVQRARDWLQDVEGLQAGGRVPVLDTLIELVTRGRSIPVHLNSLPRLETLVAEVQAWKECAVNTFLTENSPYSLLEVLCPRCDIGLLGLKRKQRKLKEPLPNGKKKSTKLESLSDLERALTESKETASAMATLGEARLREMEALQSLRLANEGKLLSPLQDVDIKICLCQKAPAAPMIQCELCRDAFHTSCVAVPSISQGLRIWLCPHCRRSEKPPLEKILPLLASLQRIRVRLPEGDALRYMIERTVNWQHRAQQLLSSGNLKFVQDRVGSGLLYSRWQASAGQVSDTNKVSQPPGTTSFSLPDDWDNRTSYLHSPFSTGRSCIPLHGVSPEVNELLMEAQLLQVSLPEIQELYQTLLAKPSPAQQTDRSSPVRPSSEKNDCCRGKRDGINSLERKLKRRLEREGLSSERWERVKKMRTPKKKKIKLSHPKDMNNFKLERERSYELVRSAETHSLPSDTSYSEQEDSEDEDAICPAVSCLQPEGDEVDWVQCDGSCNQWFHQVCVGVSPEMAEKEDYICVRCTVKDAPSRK
#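 KDM5BΔAP (200 nM final) in 50 mM HEPES pH 7.5, 0.01% Tween-20 was preincubated 10 min at RT with compound over a concentration range. Substrate mix (H3K4me3 12.5 µM, α-KG 25 µM, Fe²⁺, ascorbate, NAD⁺, FDH) was added, and NADH fluorescence change over 30 min gave dose-response curves.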
# * marks the source's active call; other numbers are inactive results; i = inactive; u = inconclusive; [ ] = dose if it differs, or a comment. Potency means the concentration at half of the fitted maximal effect. An excerpt. The share of hits here may be higher or lower than overall.
SMILES,KDM5B inhibitor
CN(CCc1ccccc1)CC[C@@H]1CC[C@H](O)[C@@H](C(=O)NC2CCCCC2)O1,-14%[86.2 µM]
COc1ccc2[nH]c3c(c2c1)CCNC31CCN(Cc2ccc(F)cc2F)CC1,11µM*
Cc1nc2ncnn2c(N2CCOCC2)c1Cc1ccccc1,10%
COCCNC(=O)[C@@H]1C[C@H](Oc2ccccc2)CN1C(=O)C(C)C,-7%
COc1cccc(OC2CN(C(=O)C3CC(=O)N(Cc4cccnc4)C3)C2)c1 (configuration not stated),-19%
COc1cccc(OC(C)CCN2CCC(C(O)(c3ccccc3)c3ccccc3)CC2)c1 (configuration not stated),5%
COc1ccccc1CNC(=O)CCn1c(=O)c2cccn2c2cccnc21,u
CCCCc1cn([C@@H]2CN[C@H](C(=O)O)C2)nn1,u
CCn1cc(S(=O)(=O)N2CCC(C3CCN(C(=O)NC)CC3)C2)cn1 (configuration not stated),6%
CCc1ccc(C(=O)N2CCCC2)cc1,13%
Cc1ccc(-c2nnc(C3CN(C(=O)C4CCCCCC4)CC34CCOCC4)o2)cc1 (configuration not stated),27%
COCCN(C)C[C@@H]1CN(C(=O)c2nc(-c3ccccc3)[nH]c2C)C[C@@H]1CO,-17%
COc1cccc(/C=C2\SC(=S)N(CCC(=O)N3CCCCC3)C2=O)c1,19%
CC(C)(C)CN1CCC2(CC1)Cc1ccccc1CNC2=O,20%[149 µM]
Cc1cc2ccccc2n1CC(=O)N1CCC(C(=O)O)CC1,0%
N/C(CS(=O)(=O)c1ccccc1)=N\OC(=O)c1ccc(F)cc1,-2%
Cc1cccc(C(=O)N(c2ccc(C)c(Cl)c2)C2C=CS(=O)(=O)C2)c1 (configuration not stated),12%
Cc1ccsc1C(=O)N1CCC2(CC1)CC(OCC1CC1)CCO2 (configuration not stated),-14%
O=C(COC(=O)C12CC3CC(CC(C3)C1)C2)Nc1ccc([N+](=O)[O-])cc1C(F)(F)F,26%
CN(C)C(=O)c1cccnc1OC1CCN(C(=O)c2ccnn2C)C1 (configuration not stated),11%

# Brought forward from above: 4 entries, followed by the next part.
SMILES,KDM5B inhibitor
Cc1cccc(C(=O)N(c2ccc(C)c(Cl)c2)C2C=CS(=O)(=O)C2)c1 (configuration not stated),12%
Cc1ccsc1C(=O)N1CCC2(CC1)CC(OCC1CC1)CCO2 (configuration not stated),-14%
O=C(COC(=O)C12CC3CC(CC(C3)C1)C2)Nc1ccc([N+](=O)[O-])cc1C(F)(F)F,26%
CN(C)C(=O)c1cccnc1OC1CCN(C(=O)c2ccnn2C)C1 (configuration not stated),11%
O=C(CCc1nc(C2CCCN2Cc2ccc3[nH]ccc3c2)no1)N1CCCC1 (configuration not stated),-34%
CC(C)C(=O)N1CCC(Oc2ccc3c(cnn3CCC(=O)O)c2)CC1,0%[86.2 µM]
Cc1ccc(C(C)CCN2CCC(n3nccc3NC(=O)Cc3ccccc3)CC2)o1 (configuration not stated),u
CCCOc1ccc(/C(O)=C2\C(=O)C(=O)NC2c2ccc(C(C)(C)C)cc2)cc1 (configuration not stated),u
CCOc1ccc(CC(=O)N2c3ccccc3CC2c2nc(C3CC3)no2)cc1OCC (configuration not stated),-10%
Cc1occc1C(=O)Nc1cccc(S(=O)(=O)N2CCOCC2)c1,-4%
O=C(Cc1ccccc1)NC1CCN(c2ccc(S(=O)(=O)C(F)(F)F)cc2)CC1,0%
O=C(NCc1ccc(F)cc1)c1cnc(N2CCOCC2)c2ccccc12,u
Cc1ccc2c(C(=O)Nc3ccc(Cl)nc3)cnn2c1,40µM*
COC(=O)C(NC(=O)c1ccc(Cl)cc1)(Nc1nc(C2CC2)cs1)C(F)(F)F (configuration not stated),0%
Brc1cccc(-c2nc(-c3ccccc3)no2)c1,4%
COc1ccc(NC(=O)Cn2nnc3sc4c(c3c2=O)CCCC4)cc1,-7%
CCN(CC)C(=O)C[C@@H]1CCNC[C@@H]1Cc1cc(-c2ccc(C(C)(C)C)cc2)on1,u
Clc1ccccc1COc1ccc2ccccc2c1CNCc1cccnc1,-11%
CO[C@H]1[C@H](NC(=O)Cc2ccc(C)cc2)c2ccccc2C12CCNCC2,17%
O=C(COc1ccc2c(=O)c(Oc3ccc(F)cc3)coc2c1)Nc1ccccc1Br,-13%
CC(=O)NC12CC3CC(C1)CC(C(=O)Oc1ccc(-c4ccc(C#N)cc4)cc1)(C3)C2,11%
Nc1nccnc1C(=O)NCc1cn2ccccc2n1,u
Cc1cc(SCC(=O)Nc2cccc(S(=O)(=O)NC3=NCCCCC3)c2)nc2ccccc12,7%
CCCCOC(=O)COc1ccc2c(=O)c(Oc3ccccc3Br)coc2c1,3%
CCC(C)N1C(=O)N(c2cccc(Cl)c2)C(C)(O)CC1(C)C (configuration not stated),32%
COc1ccc(N2CC3CCC(C2)N3Cc2cccs2)cc1,u
CNC(=O)CNC(=O)c1ccc2[nH]c(C)c(C)c2c1,12%
CC1CCN(C(=O)c2nn(C)c3c2CCc2sccc2-3)CC1,-26%
O=C1NCCCCCCN(S(=O)(=O)c2cccc(F)c2)[C@H]2CCC[C@@H]12,5%
O=C(Cc1ccc(N(Cc2ccccc2)C(=O)c2ccco2)cc1)NCC1CCCO1 (configuration not stated),12%
CC1=C(C(=O)Nc2ccccc2)C(c2cc(C)ccc2C)N2C(CC(=O)N3CCCC3)=CSC2=N1 (configuration not stated),u
Fc1ccccc1-c1nc(-c2ccc(Br)cc2)no1,-5%
O=C(c1cc[nH]c1C1CCCNC1)N(Cc1ccc(F)cc1)Cc1cccnc1 (configuration not stated),u
CC(C)CNC(=O)c1ccc(N2CC3CC(C2)[C@H]2CCCC(=O)N2C3)nc1 (some centres not stated),u
CCOc1ccc(-c2ccccc2)cc1C=O,u
CCn1c(/C=C/c2ccccc2C)nc2ccccc2c1=O,-16%
Cc1ccc(-c2cc(C(=O)O)n(Cc3ccccc3)n2)cc1,8%
CCc1cccc(C)c1NC(=O)c1ccc(S(=O)(=O)N(C)c2ccccc2OC)cc1,-9%
O=C(Nc1nc2ccccc2s1)NC1CC(=O)N(c2ccc(F)cc2)C1 (configuration not stated),-10%
CC(C)Nc1nc(N)c(C(=O)c2ccccc2)s1,-5%
COc1ccc(CCNC(=O)c2cc(-c3ccc(C)cc3)nc3n[nH]c(-c4ccccc4)c23)cc1OC,u
Cc1ccc(C2NC(=S)NC3=C2CCc2ccccc23)cc1 (configuration not stated),u
COc1ccc(S(=O)(=O)NCC(c2ccco2)N2CCN(c3ccc(F)cc3)CC2)cc1 (configuration not stated),-14%
CC(=O)Nc1ccc(S(=O)(=O)N[C@H]2CO[C@H]3[C@@H]2OC[C@@H]3n2nnnc2Oc2ccccc2)cc1,-6%

# Structural class: those above with two or more sulfur atoms.
SMILES,KDM5B inhibitor
COc1cccc(/C=C2\SC(=S)N(CCC(=O)N3CCCCC3)C2=O)c1,19%
Cc1cc(SCC(=O)Nc2cccc(S(=O)(=O)NC3=NCCCCC3)c2)nc2ccccc12,7%

# Next part
SMILES,KDM5B inhibitor
COc1ccccc1/C=N/NC(=O)NC12CC3CC(CC(C3)C1)C2,-1%
COc1cc(=O)n2c(c1C(=O)Nc1cccc(C)c1C)CCCC2,9%
CCN1CCc2c(sc3c2c(=O)n(-c2ccc(Cl)cc2)c(=O)n3CCN(C)C)C1,133%[activator]
O=c1[nH]cc(-c2ccccc2)c(=O)[nH]1,32%
COc1ccccc1OCCNC(=O)C(C)C1CCOCC1 (configuration not stated),-12%
Cc1c(NS(=O)(=O)c2ccc(Cl)cc2)c(=O)n(-c2ccccc2)n1C,6%
CCCCn1nc(C(=O)NN2C(=O)NC3(CCCCC3)C2=O)c2ccccc2c1=O,6%
O=C(O)c1ccc(CN2CCC[C@H]2c2nc(-c3ccc(F)cn3)no2)cc1,u
Cc1ccccc1Nc1cc(C(=O)NCc2cccs2)c2ccccc2n1,u
COc1ccc(N2CCN(C(=O)Nc3ccccc3Cl)CC2)cc1,-15%
COc1ccc(NC(=O)c2cc(NC(=O)C3CCCCC3C(=O)O)ccc2N2CCOCC2)cc1 (configuration not stated),21%
CCOc1ccc(C(=O)N2CCC3(CCC(=O)N(CCOC)CC3)CC2)cc1,-16%
N#Cc1ccc(C(=O)OCC(=O)c2ccc3c(c2)OCCO3)cc1,-3%
O=C(NCc1ccccc1)N1CC(c2nc(CCOCC3CCCC3)no2)C1,2%
CC(=O)N1Cc2ccccc2CC2(CCCCN2C)C1 (configuration not stated),0%[149 µM]
COc1cc2c(cc1OC)C(COc1ccc3c(C)cc(=O)oc3c1)N(C(=O)c1ccc(C)c(C)c1)CC2 (configuration not stated),31%[activator]
CCN1CC(c2nc(-c3ccc4nc[nH]c4c3)no2)CCC1=O (configuration not stated),-3%
O=C(CCCc1ccccc1)N1CCC(c2noc(-c3cnccn3)n2)C1 (configuration not stated),-6%
CCc1ccc(NC(=O)CN2C(=O)C3(SCC(=O)N3c3ccccc3)c3ccccc32)cc1 (configuration not stated),-11%
CC(=O)c1ccc(N2CCN(c3ncnc4onc(-c5ccc(Cl)cc5)c34)CC2)cc1,u
O=C(CN1C(=O)COc2ccc(C(=O)COc3ccccc3Cl)cc21)NCc1ccco1,u
Cc1ccc(NS(=O)(=O)c2ccc(C(C)C)cc2)cc1S(=O)(=O)N1CCOCC1,6%
O=C(NCc1ccccc1F)c1ccc2c(c1)CN(CC1=Cc3ccccc3OC1)CCO2,-14%
COc1ccc(NC(=O)CSc2nnc(-c3nnn(-c4ccc(F)cc4)c3C)o2)cc1,u
O=C(Cc1ccc(F)cc1)Nc1cccc(-c2ccc3nncn3n2)c1,36%
CC(=O)c1cccc(NC(=O)CCCN(c2cccc(Cl)c2)S(C)(=O)=O)c1,-24%
COc1ccc(NC(=O)N[C@H]2[C@H](O)[C@@H](N3CCN(C)CC3)[C@@H]3OC[C@H]2O3)cc1,22%[86.2 µM]
CC(C)(C)c1ccc(-c2nnc(SCC(=O)N3CCOCC3)n2C2CCCCC2)cc1,-15%
O=C1N[C@H](CC(=O)N2CCc3ccccc3C2)C(=O)Nc2ccccc21,22%
COCc1ccc2c(c1)c(OC(C)(C)C(=O)Nc1ccccn1)nn2Cc1ccccc1,u
O=C(Nc1ccc2oc(-c3ccc4ccccc4c3)nc2c1)c1cccs1,17%
CCc1ccc(-n2nc(C)c3c(C)cc(=O)n(Cc4nc(-c5ccccc5)oc4C)c32)cc1,-20%
CC(C)C[C@H]1COc2cc(Br)ccc2S(=O)(=O)N1Cc1cn(CCC2OCCCO2)nn1,9%
Cc1ncoc1C(=O)N1CCCC(c2nc(-c3cccnc3)no2)CCNC(=O)CC1 (configuration not stated),2%
O=C(C1CCOCC1)N1CCOC[C@H](Oc2cnccn2)C1,9%[86.2 µM]
Cc1ccc(NC2=CC(c3ccccc3F)N(c3ccc(C)cc3)C2=O)cc1 (configuration not stated),u
O=C(CCc1ncc(-c2c(F)cccc2F)o1)NCc1ccc2c(c1)OCO2,0%
Cc1ccc(NC(=O)Nc2cc(S(=O)(=O)N3CCOCC3)ccc2NCC2CCCO2)cc1 (configuration not stated),-5%
Cc1cn2c(=O)cc(COC(=O)COc3ccc(C)c(C)c3)nc2s1,19%
CCc1ccc(C2c3c(oc4cc(C)c(C)cc4c3=O)C(=O)N2c2nc(C)c(C(=O)OC)s2)cc1 (configuration not stated),21%

# Records listed above marked active in KDM5B inhibitor.
SMILES,KDM5B inhibitor
COc1ccc2[nH]c3c(c2c1)CCNC31CCN(Cc2ccc(F)cc2F)CC1,11µM*
Cc1ccc2c(C(=O)Nc3ccc(Cl)nc3)cnn2c1,40µM*

# 6 compounds out of the list above, arranged by their value in KDM5B inhibitor, low to high.
molecule | KDM5B inhibitor
COc1ccccc1OCCNC(=O)C(C)C1CCOCC1 (configuration not stated) | -12%
Fc1ccccc1-c1nc(-c2ccc(Br)cc2)no1 | -5%
CC(C)C[C@H]1COc2cc(Br)ccc2S(=O)(=O)N1Cc1cn(CCC2OCCCO2)nn1 | 9%
O=C(Nc1ccc2oc(-c3ccc4ccccc4c3)nc2c1)c1cccs1 | 17%
O=C1N[C@H](CC(=O)N2CCc3ccccc3C2)C(=O)Nc2ccccc21 | 22%
Cc1ccc(-c2nnc(C3CN(C(=O)C4CCCCCC4)CC34CCOCC4)o2)cc1 (configuration not stated) | 27%

# Continuation:
SMILES,KDM5B inhibitor
O=S(=O)(c1ccc(-c2csc(-c3ccc(F)cc3)n2)cc1)N1CCOCC1,5%
Cc1ccc2c(c1)sc1nc(=O)n(-c3cccc(Cl)c3)c(=O)n12,10%
COCC1CN(C(C)=O)CC12CCN(C(=O)c1cc(C)cc(C)c1)CC2 (configuration not stated),-16%
CCCc1ccc(C(=O)NNc2ccc(F)cc2)cc1,-6%
O=C(N/N=C/c1ccccc1)c1cccc2ccccc12,35%
CC(=O)Nc1ccc(S(=O)(=O)N2CCC(CCC(=O)Nc3cccc(C)c3)CC2)cc1,1%
NC(=O)C1CCN(C(=O)c2ccc(Cl)c(S(=O)(=O)N3CCc4ccccc43)c2)CC1,9%
Cc1oc(-c2cccs2)nc1CC(=O)N1CCOC(C)C1 (configuration not stated),u
COP(=O)(OC)c1nc(Cc2ccc(Cl)cc2)oc1NCc1ccco1,6%
Cc1cccc(CNC(=O)CN2C(=O)CN(C(=O)NCc3ccccc3)c3ccccc32)c1,13%
C[N+](C)(C)CC#CCCCCC#CC[N+](C)(C)C,1%
Cc1ccc(C2N(c3ccc(Cl)cc3)C(=O)N3CCCN23)cc1 (configuration not stated),27%
Cc1cc(C)c(/C=C/c2onc(C)c2S(=O)(=O)N2CCC(C(=O)NCc3ccccc3Cl)CC2)c(C)c1,-3%
Cc1ccc(-c2cc(C(=O)N3CCN(C)CC3)c3ccccc3n2)s1,i
COc1ccc(NC(=O)c2ccc(NC(=O)CN3CCN(c4ccc(O)cc4)CC3)cc2)cc1,u
O=C1NCCN2CC3(CCN(C(=O)C4(c5ccccc5)CC4)CC3)CC12 (configuration not stated),u
O=C(c1ccccc1[N+](=O)[O-])N(CCc1ccccc1)Cc1ccccc1,-27%
